# NPY-Y2 PAM-ag: potentiates or activates human NPY-Y2 receptor; P49146; cells expressing NPY-Y2, potentiator/agonist read-out; activation, % at 3.6 µM; hit rate 0.45% among 220,000; in the data active = activation above about 27%;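 note: cells stimulated with NPY near EC25 plus isoproterenol at EC100; 0% = vehicle plus submaximal agonist and 100% = vehicle plus saturating agonist; some results beyond the cut were filed as inactive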
# Ba/F3 V617F tox: loss of viability in JAK2V617F-driven Ba/F3 cells; Ba/F3 EpoR-JAK2V617F viability, ATP luminescence; inhibition, % at 5.6 µM; hit rate 1.1% among 220,000;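 active = inhibition above the campaign mean plus 3 SD over all tested compounds, cut at about 24% in these data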;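 note: cytokine-independent growth of Ba/F3 cells driven by EpoR plus mutant JAK2; 0% = DMSO-treated cells and 100% = JAK inhibitor I control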
# eIF4E-4G inh: eIF4E/eIF4G interaction inhibition in translation initiation. P63073+Q04637. TR-FRET eIF4E-eIF4GI(517-606) binding, 2 h. inhibition, % at 21.7 µM. hit rate 0.37% among 220,000;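 active = inhibition above about 30%, limit read from the data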;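 note: 0% = full FRET control wells and 100% = background wells lacking eIF4GI fragment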
# PERK inhibitor: blocks human PERK kinase; hit rate 0.17% among 220,000; CHO PERK-DD fusion, SEAP luminescence translation reporter; inhibition, % at 5.6 µM; Q9NZJ5; AID 1416;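 active = inhibition above the mean inhibition of all tested compounds plus 3 SD, set separately per screening campaign, cut at about 2.9% in these data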;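 note: PERK kinase domain activated by AP20187 dimerizer at 100 nM; 0% = DMSO with dimerizer and 100% = rapamycin at 8.4 µM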
# Target sequence (Q9NZJ5 whole entry, looked up, the tested form may be a part): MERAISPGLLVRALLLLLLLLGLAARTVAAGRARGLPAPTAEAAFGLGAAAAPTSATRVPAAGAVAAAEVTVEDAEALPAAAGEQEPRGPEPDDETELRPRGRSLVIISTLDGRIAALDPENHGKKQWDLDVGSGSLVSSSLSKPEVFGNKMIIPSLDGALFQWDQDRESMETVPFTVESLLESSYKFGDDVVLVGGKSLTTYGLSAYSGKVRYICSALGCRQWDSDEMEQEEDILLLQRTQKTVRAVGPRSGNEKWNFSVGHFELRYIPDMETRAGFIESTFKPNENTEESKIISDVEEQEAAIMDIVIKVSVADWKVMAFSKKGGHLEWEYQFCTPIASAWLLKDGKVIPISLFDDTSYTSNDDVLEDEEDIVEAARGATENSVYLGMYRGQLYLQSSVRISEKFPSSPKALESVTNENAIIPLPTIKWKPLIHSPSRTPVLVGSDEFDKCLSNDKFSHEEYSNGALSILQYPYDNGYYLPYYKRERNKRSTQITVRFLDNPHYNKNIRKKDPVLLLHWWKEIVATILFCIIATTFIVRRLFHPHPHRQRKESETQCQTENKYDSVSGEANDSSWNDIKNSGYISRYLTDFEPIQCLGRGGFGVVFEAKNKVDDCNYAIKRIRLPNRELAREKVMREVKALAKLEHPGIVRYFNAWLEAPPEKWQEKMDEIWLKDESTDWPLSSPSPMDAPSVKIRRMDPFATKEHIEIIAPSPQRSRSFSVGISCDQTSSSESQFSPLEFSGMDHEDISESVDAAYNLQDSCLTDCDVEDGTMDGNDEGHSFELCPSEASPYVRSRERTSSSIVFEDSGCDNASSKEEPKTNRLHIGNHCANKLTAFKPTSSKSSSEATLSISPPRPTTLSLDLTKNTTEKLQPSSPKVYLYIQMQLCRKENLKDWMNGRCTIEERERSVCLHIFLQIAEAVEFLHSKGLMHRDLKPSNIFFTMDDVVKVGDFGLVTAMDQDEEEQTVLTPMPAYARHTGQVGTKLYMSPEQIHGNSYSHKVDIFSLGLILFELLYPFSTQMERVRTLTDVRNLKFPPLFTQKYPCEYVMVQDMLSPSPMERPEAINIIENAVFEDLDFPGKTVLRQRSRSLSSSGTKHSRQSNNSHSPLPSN
# BaF3 tox: parental Ba/F3 viability inhibition as JAK2V617F counter-screen; CellTiter-Glo ATP luminescence; inhibition, % at 5.6 µM; hit rate 1.1% among 220,000;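 active = inhibition above a per-campaign cutoff, the mean inhibition of all tested compounds plus 3 SD, cut at about 27% in these data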;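 note: 0% = DMSO wells and 100% = JAK Inhibitor I control wells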
# Wee1 stabilizer: blocks degradation of human Wee1 kinase. reporter increase, % at 5 µM. P30291. HeLa Luc-Wee1K328M stability, luciferase luminescence; 100% = proteasome inhibitor MG132 effect. hit rate 1.2% among 220,000;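 active = activation above the mean of all tested compounds plus 3 SD, set per screening run, cut at about 8.8% in these data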;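 note: cells exposed to compound for 20 h before luminescence read; 0% = DMSO alone and 100% = MG132 at 30 µM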
# S1P4 antag: antagonists of human S1P4 receptor; inhibition, % at 4.98 µM; S1P4-expressing cells, antagonist mode, reporter read-out; hit rate 0.26% among 220,000; O95977; in the data active = inhibition above about 29%;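 note: 0% = wells stimulated with agonist and 100% = vehicle wells without agonist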
# S1P4 agonist: agonists of human S1P4 receptor; S1P4-expressing cell line, agonist reporter assay; hit rate 0.35% among 220,000; activation, % at 4.98 µM; O95977; AID 1509; in the data active = activation above about 11%;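 note: 0% = DMSO vehicle and 100% = reference agonist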
# MDM2 E3 inh: blocks human Mdm2 ubiquitin ligase activity | cell-based MDM2 ubiquitination luciferase reporter, 2 h; 0 = plate control, 100 = twice control, blank-subtracted | signal enhancement, % at 5 µM | hit rate 0.11% among 210,000 | AID 1230;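 active = signal enhancement of 30% or more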;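 note: luminescence tracks abundance of the self-degrading MDM2-luciferase fusion protein; higher signal means inhibition of MDM2 E3 ligase activity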
#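 Test system: mammalian cells stably expressing self-ubiquitinating, self-degrading MDM2 E3–luciferase fusion; Amount: 2000 cells in each well; Medium: DMEM; Schedule: 4 h settle plus 2 h compound, 37 °C; Technique: SteadyLite luciferase luminescence after 15 min room-temperature reagent incubation; Benchmarks: plate control and blank wells.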
# Numbers without * were called inactive; · = no result given; [ ] = another dose, or the depositor's remark. Hits appear at their usual frequency. Share with any hit: about 4.1%.
SMILES,NPY-Y2 PAM-ag,Ba/F3 V617F tox,eIF4E-4G inh,PERK inhibitor,BaF3 tox,Wee1 stabilizer,S1P4 antag,S1P4 agonist,MDM2 E3 inh
Cc1ccc(N2CCN(C(=O)NC3CCCCC3)CC2C)cc1 (stereo not drawn),-9.6,-4.8,1.6,-0.2,-2.4,0.9,7.0,-0.5,-9.6
CCOc1ccc(CC(=O)C2=C(N3CCOCC3)CC(C)(C)CC2=O)cc1OCC,4.3,-3.4,-1.0,1.8,-0.1,-0.2,-3.1,0.6,1.2
COC(=O)CCCCCCCCCCN1CCCCC1,7.6,-1.5,1.0[fluorescence artefact?],0.6,7.1,1.3,-7.4,1.2,-15.9
O=S(=O)(c1ccc(NC(=S)NCCC(c2ccccc2)c2ccccc2)cc1)N1CCOCC1,22.4,-2.6,16.8,0.1,-0.4,6.6,-12.6,1.4,7.0
COc1ccc(C(=O)N2CCOC2CNC(=O)C(=O)NCc2ccc(Cl)cc2)cc1 (stereo not drawn),-4.0,1.2,1.1,-0.6,62.6*,-2.4,-3.8,0.3,-14.5
N#CC(Sc1ccccn1)c1ccc(Cl)cc1 (stereo not drawn),-3.4,26.0*,-1.4,1.1,52.8*,-0.6,-25.4,-0.5,-5.3
O=c1oc2ccc(Cl)cc2cc1-c1nnc(Nc2cccc(C(F)(F)F)c2)s1,-2.8,-2.1,0.8,0.5,-1.3,5.0,-0.8,0.9,·
COc1cc(NC(=O)CN2c3cccc4cccc(c34)S2(=O)=O)cc(OC)c1OC,-1.4,-0.8,-7.6,-0.3,5.9,1.3,-27.6,0.2,-7.8
COCCN(C(=O)c1cc(OC)c(OC)c(OC)c1)c1c(N)n(Cc2ccccc2)c(=O)[nH]c1=O,10.9,2.1,1.5,1.2,1.1,1.3,-8.0,0.7,-9.5
O=S(=O)(Cc1ccccc1)NCC1CCCN(Cc2cccc3nonc23)C1 (stereo not drawn),-5.4,3.3,-1.6,-1.1,3.5,-2.5,-7.5,-0.3,-20.9
CN1CCN(C(=O)c2cc3sccc3n2CC(=O)c2ccccc2)CC1,-2.4,-3.7,-1.9,-0.5,3.9,-1.2,5.9,-1.3,-11.6
CCOC(=O)C1=C(CNCCc2ccc(Cl)cc2)NC(=O)NC1c1ccc2c(c1)OCO2 (stereo not drawn),-9.2,-1.9,3.2,-0.6,0.8,0.3,-5.0,-0.4,-14.9
COc1ccc(C(=O)c2c(N)sc3c2CCN(C(=O)OC(C)(C)C)C3)cc1,0.3,-3.3,-5.0,-0.1,-2.8,-2.4,-28.6,1.7,·
CCOc1ccc2[nH]c(=O)c(C(c3nnnn3CC3CCCO3)N3CCc4ccccc4C3)cc2c1 (stereo not drawn),13.9,-2.4,1.4,0.3,6.4,-0.9,-19.2,2.1,-10.8
COC(=O)c1c(NC(=O)CN2CCN(S(=O)(=O)c3ccccc3[N+](=O)[O-])CC2)sc2c1CCC(C)C2 (stereo not drawn),-6.6,1.1,5.5[fluorescence artefact?],1.2,5.0,-3.2,-4.7,3.5,10.9
COc1cccc(-n2c(SCC(=O)NCCC3=CCCCC3)nc3n[nH]c(C)c3c2=N)c1,-11.2,1.6,-6.3,-1.6,7.1,4.2,-14.0,1.5,-7.6
COc1ccc2c(=O)c3c(=O)n(Cc4ccco4)c(C(C)C)nc3oc2c1,1.9,0.0,5.5,0.0,-1.1,7.3,12.0,0.2,8.3
CC(OC(=O)C1CCCCC1)c1nc2ccccc2[nH]1 (stereo not drawn),12.5,0.3,5.9[fluorescence artefact?],0.5,7.3,4.5,-8.7,0.2,-12.0
COc1ccc2nc(SCC(=O)Nc3cc(OC)c(OC)cc3C(=O)O)c(C)cc2c1,-5.2,-0.3,1.4,0.4,6.9,5.0,16.6,0.3,-3.2
CCOc1cc(NC(=O)c2cccs2)c(OCC)cc1NC(=O)CCC(=O)NCCN1CCOCC1,-7.1,0.1,2.7,1.4,4.3,-2.4,-14.5,0.1,10.4
c1ccc(-c2csc3ncnc(NCCCN4CCOCC4)c23)cc1,-0.6,-2.1,-5.0,-0.8,4.1,1.7,-21.9,1.0,-11.5
Cc1onc(-c2c(Cl)cccc2Cl)c1NC(=O)NN(C)C,-10.7,-5.2,2.1,1.3,2.1,-2.2,-6.3,-0.7,-23.8
N#C/C(=C/c1ccc(N2CCCCC2)o1)C(=O)Nc1ccc2ccccc2c1,2.2,1.1,0.1[fluorescence artefact?],-0.1,4.6,-0.4,2.8,1.8,-6.4
Cc1cc(Cl)ccc1NC(=O)CN1CCC(C(O)(c2ccccc2)c2ccccc2)CC1,7.5,2.4,-2.0,-1.3,3.4,-0.8,-18.1,-0.9,-19.3
O=c1[nH]c2ccccc2nc1/C=C/c1ccc(F)cc1,-7.2,3.9,2.6,1.5,7.9,1.9,3.7,0.9,3.7
SMILES,NPY-Y2 PAM-ag,Ba/F3 V617F tox,eIF4E-4G inh,PERK inhibitor,BaF3 tox,Wee1 stabilizer,S1P4 antag,S1P4 agonist,MDM2 E3 inh
COc1cc(/C=C/C(=O)OCC(=O)NC(=O)NC(C)(C)C)cc(OC)c1OC,-12.1,-4.2,1.5,0.2,-1.6,-3.4,-21.0,0.1,-6.0
Cc1cccc2cc(C3CC(c4ccco4)=NN3C(=O)CCC(=O)O)c(Cl)nc12 (stereo not drawn),3.5,0.0,0.9,0.4,4.6,-2.3,-0.8,6.1,-9.5
CCOC(=O)CSc1nnc(CNc2ccccc2Cl)n1-c1ccccc1,-30.5,4.2,-3.3,0.9,3.5,-1.4,-0.3,-0.5,-30.2
CC(c1ccco1)N(C(=O)c1ccccc1NS(=O)(=O)c1ccc(Cl)c([N+](=O)[O-])c1)c1ccccn1 (stereo not drawn),13.2,-4.4,-3.2,0.9,7.1,-2.3,-2.6,-0.7,4.2
COc1ccc(NC(=O)CSc2nnc(-c3cccs3)n2-c2ccccc2)cc1,9.2,-0.7,-21.1,0.7,5.0,-1.0,-10.0,-2.5,-10.9
Cc1csc(NC(=O)CSc2nnc(-c3ccc(S(=O)(=O)N4CCCC4)cc3)o2)n1,11.1,-4.2,-3.0,-0.5,2.4,-1.5,11.6,-0.1,-17.6
Cn1c(Cc2nc(-c3cnccn3)no2)nnc1SCC(=O)Nc1ccccc1,17.4,-5.7,1.1,0.8,4.7,2.3,-8.2,-0.9,-9.3
CCCCNC(=O)COC(=O)CNC(=O)c1cc(Cl)cc([N+](=O)[O-])c1,-3.1,-3.4,-3.6,0.6,4.8,-2.4,-5.6,1.6,-6.3
C=CCOc1c2ccc(C(=O)NCc3ccccc3OC)cc2nn1C,-9.8,-2.9,-4.3,0.7,6.3,-3.2,-9.9,-0.4,3.0
Cc1cc(NC(=O)c2cc(-c3ccco3)on2)no1,1.3,-1.9,7.4,0.4,-0.2,-0.2,2.1,-4.3,-16.4
CCOc1ccc(CN2CCN(c3cc(C)nc4c5c(C)cc(C)nc5nn34)CC2)cc1,-6.4,-3.8,-4.7[fluorescence artefact?],-0.6,4.8,1.4,-36.6,-1.9,-5.4
CCC(NS(=O)(=O)c1ccc(C)cc1)C(=O)Nc1ccc(NC(C)=O)cc1 (stereo not drawn),0.7,-1.8,-2.5,1.3,3.9,-1.6,14.4,0.5,-0.7
CC(C)Cc1ccc(C(C)NC(=O)c2ccc(=O)[nH]c2)cc1 (stereo not drawn),-5.5,-0.7,1.3,-0.2,6.1,-1.8,17.8,1.5,-9.1
O=C(NCCc1c[nH]c2ccccc12)C(=O)NCC(c1cccnc1)N1CCN(c2ccccc2)CC1 (stereo not drawn),25.1,4.9,2.0[fluorescence artefact?],-1.2,5.8,-3.5,8.3,-1.5,·
C=CCn1cc(C(=O)OC)c(=O)c2cc(S(=O)(=O)N3CCC(C)CC3)ccc21,-3.6,-2.8,·,-0.1,-1.7,2.1,-2.4,2.5,·
COc1ccc(CN=Cc2[nH]c3ccc(Br)c(Cl)c3c2O)cc1,3.6,-5.1,·,0.1,-1.5,-3.5,-8.5,-1.2,-7.1
CCc1sc(C(=O)N2CCN(S(C)(=O)=O)CC2)cc1Br,-15.6,-3.1,-2.6,-0.2,-0.7,-1.7,-8.1,1.2,-12.6
Cc1nonc1NC(=O)CSc1nc2c(C)cccc2cc1C#N,-0.5,1.0,-3.1,0.3,3.1,-1.4,-15.2,1.7,0.9
CCn1c(SCC(=O)NCC2CCCO2)nnc1-c1ccc(S(=O)(=O)N2CCN(C)CC2)cc1 (stereo not drawn),-4.0,5.6,1.5,0.7,6.1,1.6,-10.6,-1.9,-1.8
C=CCNC(=O)COc1ccc(S(=O)(=O)N2CCCC2)cc1,-14.7,-7.5,5.9,1.1,-1.3,0.7,-16.2,1.8,-7.3
Cc1ccc(NC(=S)NCCc2ccccc2)c(C)c1,2.2,2.9,-2.1,-0.2,7.3,3.1,-14.4,0.3,-13.2
COC(=O)[C@H](C)NC(=O)Nc1ccccc1C(F)(F)F,-0.5,-3.9,-0.6,1.2,0.7,-1.0,-9.5,-0.6,-11.0
CC1(C)Cc2c(c(N3CCOCC3)nc3sc4c(NCC5CCCO5)nnnc4c23)CS1 (stereo not drawn),4.8,2.9,0.5,1.2,9.4,-1.7,-4.5,1.8,-25.0
CC(C)Cc1nnc(NC(=O)CCC(=O)N2CCN(S(=O)(=O)c3ccccc3)CC2)s1,3.0,-3.5,13.6,0.1,0.6,-0.9,-10.2,0.3,-9.6
Cn1nnnc1SCCNCc1cccnc1,3.5,-2.5,3.1,3.2*,1.1,4.5,9.6,-1.0,-4.6
SMILES,NPY-Y2 PAM-ag,Ba/F3 V617F tox,eIF4E-4G inh,PERK inhibitor,BaF3 tox,Wee1 stabilizer,S1P4 antag,S1P4 agonist,MDM2 E3 inh
Cc1ccc(S(=O)(=O)NC2=C(N3CCN(Cc4ccccc4)CC3)C(=O)c3ccccc3C2=O)cc1,2.5,4.0,2.3,-3.2,7.7,-1.2,3.5,-0.3,-8.6
CCCCn1nc2cc(C(=O)NCc3ccc(OC(F)(F)F)cc3)ccc2c1OC,-1.2,-2.6,7.6,0.5,3.7,-1.9,-11.2,0.9,-9.6
COCCNC(=O)CCCn1c(=O)c2cc(OC)c(OC)cc2n(CC(=O)c2cccc(OC)c2)c1=O,-3.0,3.8,-3.9,-0.2,7.3,1.5,-10.4,0.5,-2.5
CC(=O)Nc1ccccc1OCC(=O)NCCC1=CCCCC1,3.3,-2.0,-1.1,0.7,4.1,3.1,-8.7,0.3,-0.5
Cc1cc(C)cc(NC(=O)C(Nc2ccccc2)c2ccccc2)c1 (stereo not drawn),2.7,-2.0,8.8,0.1,1.4,-0.8,-22.7,-0.7,2.2
Cc1ccccc1Nc1nc(N)nc(COC(=O)c2cccn2C)n1,4.0,1.2,-0.7[fluorescence artefact?],-0.4,6.1,7.7,2.3,0.2,-19.5
O=C(Cc1csc(Nc2nc(=S)[nH]c3ccccc23)n1)NCCCN1CCN(c2ccccc2F)CC1,-25.0,-0.2,-2.6,-0.9,8.7,-4.2,-14.7,2.9,-8.8
Cc1ccc(N2C(N)=C(C#N)C3(C(=O)N(C)c4ccccc43)C3=C2CC(C)(C)CC3=O)cc1Cl (stereo not drawn),2.5,-0.8,0.5,-0.1,4.5,-1.6,-1.6,-1.3,-7.1
O=C(CSc1n[nH]c(C2CCCC2)n1)NC1CCCC1,-4.2,2.2,7.8,1.9,2.5,1.1,-0.5,1.5,-4.0
